BaF3 tox – reduces parental Ba/F3 cell viability, JAK2V617F counter-screen. inhibition, % at 5.6 µM. AID 1486. hit rate 1.1% among 220,000. CellTiter-Glo ATP luminescence;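 active means inhibition above a per-campaign cutoff, the mean inhibition of all tested compounds plus 3 SD, cut at about 27% in these data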;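 further: 0% = DMSO wells and 100% = JAK Inhibitor I control wells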
TRPML3 agonist – human mucolipin-3 channel agonism; Q8TDD5; HEK293 TRPML3-YFP, Fluo-8 calcium fluorescence; 100% = the carbachol control signal; activation, % at 3 µM; hit rate 0.29% among 220,000;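 active means activation above its plate's cutoff, the mean activation of the plate's test wells plus 3 SD, cut at about 12% in these data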;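 further: 0% = DMSO only wells and 100% = carbachol wells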
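Material: HEK293 cells stably carrying human TRPML3-YFP; compound dosing: single dose, 3 µM final nominal compound, 0.3% DMSO final; incubation: 1-h 37 °C dye load, 5-s basal, 120-s post-compound reads; technique: Fluo-8 intracellular calcium fluorescence, excitation 470-495 nm, emission 515-575 nm; read-out basis: percent activation from peak-to-basal fluorescence ratio, scaled between DMSO and carbachol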
Wee1 stabilizer – human Wee1 degradation inhibition, primary screen; reporter increase, % at 5 µM; P30291; HeLa Luc-Wee1K328M stability, luciferase luminescence; 100% = proteasome inhibitor MG132 effect; hit rate 1.2% among 220,000;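 active means activation above the mean of all tested compounds plus 3 SD, set per screening run, cut at about 8.8% in these data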;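 further: cells exposed to compound for 20 h before luminescence read; 0% = DMSO alone and 100% = MG132 at 30 µM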
Target sequence (P30291 whole entry K328M): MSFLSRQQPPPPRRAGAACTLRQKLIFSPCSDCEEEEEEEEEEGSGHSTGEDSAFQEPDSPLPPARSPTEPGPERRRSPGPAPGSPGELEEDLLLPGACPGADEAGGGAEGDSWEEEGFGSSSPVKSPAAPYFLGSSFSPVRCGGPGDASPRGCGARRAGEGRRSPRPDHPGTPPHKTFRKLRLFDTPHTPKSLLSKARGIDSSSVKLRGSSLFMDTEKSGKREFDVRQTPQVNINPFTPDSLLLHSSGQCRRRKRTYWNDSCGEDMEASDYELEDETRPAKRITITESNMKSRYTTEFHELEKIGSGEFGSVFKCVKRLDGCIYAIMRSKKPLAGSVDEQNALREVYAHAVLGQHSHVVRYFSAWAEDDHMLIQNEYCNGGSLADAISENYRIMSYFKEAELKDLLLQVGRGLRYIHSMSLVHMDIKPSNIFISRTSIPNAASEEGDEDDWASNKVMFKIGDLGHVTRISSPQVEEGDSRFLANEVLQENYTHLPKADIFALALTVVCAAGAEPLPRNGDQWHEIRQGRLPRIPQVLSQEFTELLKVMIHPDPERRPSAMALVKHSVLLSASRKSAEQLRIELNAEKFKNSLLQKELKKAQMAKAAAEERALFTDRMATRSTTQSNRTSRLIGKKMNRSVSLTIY
Ba/F3 V617F tox – lowers viability of Ba/F3 cells expressing EpoR and JAK2V617F | ATP luminescence | inhibition, % at 5.6 µM | hit rate 1.1% among 220,000;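 active means inhibition above the campaign mean plus 3 SD over all tested compounds, cut at about 24% in these data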;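 further: cytokine-independent growth of Ba/F3 cells driven by EpoR plus mutant JAK2; 0% = DMSO-treated cells and 100% = JAK inhibitor I control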
RBBP9 inhibitor – human RBBP9 hydrolase inhibition; O75884; recombinant RBBP9, FP-Rh probe fluorescence polarization; inhibition, % at 7.94 µM; hit rate 0.2% among 220,000; AID 1515;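 active means inhibition above the campaign mean of all tested compounds plus 3 SD, cut at about 14% in these data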;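 further: plate controls were DMSO wells with RBBP9 for no effect and wells lacking RBBP9 protein for full effect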
Target sequence (O75884 whole entry, looked up): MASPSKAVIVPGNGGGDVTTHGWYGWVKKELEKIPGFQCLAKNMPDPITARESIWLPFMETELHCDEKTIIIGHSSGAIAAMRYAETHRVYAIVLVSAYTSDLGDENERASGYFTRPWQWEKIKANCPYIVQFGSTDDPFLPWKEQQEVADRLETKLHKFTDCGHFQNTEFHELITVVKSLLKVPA
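Measured by – fluorescence polarization · Test system – RBBP9 protein · Input – 2.5 µM RBBP9 dispensing solution, before mixing · Measure – percent inhibition from mP, scaled between DMSO and no-protein wells · Benchmarks – DMSO-treated enzyme wells and wells lacking RBBP9 · Times – preincubation 30 min plus labeling 45 min at 25 °C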
TNF necrop inh – TNF-alpha cell death inhibition in Jurkat FADD-/- cells; activation (protection from cell death), % at 10 µM; Jurkat FADD-/- TNF necroptosis rescue, ATP luminescence, 24 h; 0 = TNF only, 100 = no-TNF cells; hit rate 0.068% among 220,000;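 active means activation, meaning protection from cell death, of at least 50% relative to plate controls; inactive means activation below 50%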;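 further: necroptosis triggered by 40 ng/mL TNF-alpha added together with compound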
PPC-1+TRAIL kill – kills PPC-1 cancer cells in the presence of TRAIL | PPC-1 cells + TRAIL, ATPLite viability luminescence | cell killing (% activity), % at 4 µM | hit rate 0.41% among 220,000;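 active means cell killing above 50% in the first pass at 4 µM, then a duplicate retest at 5 µM averaging 50% or more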;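 further: plate controls were cells with TRAIL plus DMSO for no effect and medium-only wells lacking cells for full effect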
zfTRPN1 agonist – activates the zebrafish TRPN1 channel. hit rate 0.18% among 220,000. activation, % at 3 µM. AID 1424. HEK293 zebrafish TRPN1-YFP, Fluo-8 calcium fluorescence; 100% = response to 87 µM carbachol;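 active means activation above its plate's cutoff, the mean activation of test wells on that plate plus 3 SD, cut at about 19% in these data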;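 further: 0% = DMSO alone and 100% = 87 µM carbachol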
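Material – zebrafish TRPN1-YFP in HEK293 cells · Doses – 3 µM single point · Schedule – dye 1 h 37 °C plus 30 min RT · Signal – Fluo-8 calcium fluorescence, excitation 470-495 nm, emission 515-575 nm · Read-out – % activation versus carbachol response · Control set – carbachol high, DMSO low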
CHOP inhibitor – CHOP inhibition in unfolded protein response; CHO-K1 CHOP-promoter luciferase, tunicamycin-induced, 15-18 h; inhibition, % at 10 µM; hit rate 3.8% among 220,000; AID 2732;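 active means compounds that reduced the stress-induced luciferase reporter signal by more than about 70% of percent inhibition, limit read from the data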;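 further: 0% = tunicamycin plus vehicle and 100% = wells without tunicamycin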
Active calls of the source: *; / = no result given. Not a hit list; overall some 6.8% were active at least once.

SMILES	BaF3 tox	TRPML3 agonist	Wee1 stabilizer	Ba/F3 V617F tox	RBBP9 inhibitor	TNF necrop inh	PPC-1+TRAIL kill	zfTRPN1 agonist	CHOP inhibitor
O=C(N/N=C\c1cn[nH]c1-c1ccccc1)c1ccc([N+](=O)[O-])cc1	6.6	1.0	3.3	-2.1	-3.8	0.2	13.3	2.8	16.4
COc1ccccc1NC(=O)N1CCCC1C(=O)Nc1nnc(C(C)C)s1 (configuration not stated)	-1.5	0.5	0.4	-1.8	-0.7	0.2	20.7	0.9	-19.0
CS(=O)(=O)N1N=C(c2ccco2)CC1c1ccc(Cl)cc1Cl (configuration not stated)	5.0	-0.3	1.7	3.7	-5.0	0.4	5.2	-1.6	8.9
Cc1ccc(CNC(=O)c2ccc3c(=O)n(CCCN4CCCC4=O)c(=S)[nH]c3c2)cc1	6.1	-0.3	0.3	1.9	-8.5	-3.1	14.1	0.1	35.5
O=C(NCCc1ccccc1)C(c1cccs1)N(C(=O)c1csnn1)C1CC1 (configuration not stated)	1.7	0.0	0.3	0.2	-2.9	-0.7	-2.3	0.0	30.2
Oc1ccc(C2N=C(c3ccccc3)NC(c3ccccc3)=N2)cc1	0.4	1.1	-1.6	-1.9	-3.3	1.5	-11.9	-1.0	17.0
CC(=O)N1c2ccc([N+](=O)[O-])cc2NC(=O)CC1C (configuration not stated)	2.5	0.1	-0.4	1.3	-8.7	0.8	5.7	-0.3	0.8
CN(c1cccc(NC(=O)c2ccc(Cl)c(S(=O)(=O)Nc3ccccc3)c2)c1)S(C)(=O)=O	5.8	-0.7	4.9	10.3	-5.6	-6.1	23.7	1.7	-1.4
O=C(CSc1nnc(-c2ccccc2)c(-c2ccccc2)n1)N1CCc2ccccc21	5.3	0.8	0.3	0.2	0.7	-4.9	-0.9	0.7	66.8
COc1ccc(CNc2oc(-c3cccc4ccccc34)nc2P(=O)(OC)OC)cc1	2.1	0.4	9.8*	0.3	-1.6	-1.8	23.5	-1.5	31.2
COc1cccc(NC(=O)CSCC(=O)O)c1	3.0	0.6	-1.3	-2.3	-8.6	-0.2	-7.4	0.6	16.7
NCCCC[C@H]1CNC(=S)N1CCc1cc(C(F)(F)F)cc(C(F)(F)F)c1	2.4	-0.2	4.3	4.0	-3.6	2.0	4.0	1.6	-2.7
CCOC(=O)COn1c(=O)c(-c2ccco2)[n+]([O-])c2ccccc21	-1.8	0.6	-3.9	1.5	-12.1	-0.9	-4.3	0.5	16.8
COc1cccc2c(=O)c(SC(F)(F)C(F)C(F)(F)F)c(C)[nH]c12 (configuration not stated)	14.1	0.6	2.5	5.5	-0.7	-8.5	-1.8	1.7	-8.5
CCOC(=O)c1cc2c(C)nn(-c3ccccc3)c2s1	2.4	1.1	1.8	-4.0	-5.8	-0.9	16.7	-0.4	-10.8
CNC(=O)c1c(NC(=O)c2cccc(N3C(=O)CCC3=O)c2)sc2c1CCCC2	0.8	-0.3	7.3	-4.3	-5.7	1.3	8.8	0.4	4.7
COc1ccc(/C=N/n2cnnc2)cc1Br	5.5	0.6	-1.1	-2.9	4.0	2.8	-1.5	0.9	-6.5
Cc1c(NC(=O)C(C)Sc2nnc(-c3ccccc3)o2)c(=O)n(-c2ccccc2)n1C (configuration not stated)	-1.8	0.3	4.0	-3.0	-0.6	-2.6	7.3	0.0	1.6
Cc1cnc(C(=O)Nc2ccccc2-c2nnn(CC(=O)NC3CCCC3)n2)cn1	1.4	0.7	1.5	3.9	-4.5	-0.5	16.9	1.2	-17.5
COCCN(CC(=O)NCc1ccc(F)cc1)C(=O)CCC(=O)Nc1ccccn1	3.3	0.4	-0.2	0.2	-1.7	0.9	8.1	0.0	-19.1
COc1ccc(C(=O)Nc2cccc(S(C)(=O)=O)c2)cc1OC	4.0	0.5	2.7	6.7	-2.9	-0.3	-8.3	2.6	11.7
Cc1ccc(NC(=O)CNCc2ccccc2)cc1Br	1.9	0.2	-3.6	-2.2	-8.1	0.8	18.8	-0.5	13.1
CCCCCC(=O)NNC(=S)NC(=O)c1cccc([N+](=O)[O-])c1	6.7	0.1	-0.6	-0.7	0.8	-2.7	7.1	1.4	14.6
O=c1cc(N2CCCCC2)c(-c2ccccc2)nn1Cc1c(Cl)cccc1Cl	3.1	0.6	0.4	1.9	8.3	0.1	8.6	0.0	5.1
Cc1ccccc1NS(=O)(=O)c1cc(S(C)(=O)=O)ccc1C	2.2	0.4	-2.9	-5.9	2.3	1.1	14.1	1.2	33.1
NC(N)=N/N=C/c1ccc(OCc2ccc(Cl)cc2)cc1	7.9	1.5	-1.5	2.0	19.1*	-26.2	13.1	2.0	107.2*
NNC(=O)c1nnn(-c2nonc2N)c1-c1cccs1	9.6	-0.3	3.5	2.9	-5.2	-1.1	-7.0	-1.6	-28.4
C/C(CC(=O)NC12CC3CC(CC(C3)C1)C2)=N\NC(=O)Cc1cccs1	6.1	0.8	5.4	1.9	-6.0	1.7	25.6	-0.4	36.1
COC(=S)Nc1cccc(C(F)(F)F)c1	2.5	-0.7	-2.3	-5.1	-3.6	0.5	12.2	-1.5	9.5
CNC(=S)/N=C/NOCc1c(Cl)cccc1Cl	9.5	1.9	-2.6	3.5	-6.3	-5.3	16.9	4.1	32.5

Part of the list above in another layout.
canonical_smiles: NC(N)=N/N=C/c1ccc(OCc2ccc(Cl)cc2)cc1
  BaF3 tox = 7.9
  TRPML3 agonist = 1.5
  Wee1 stabilizer = -1.5
  Ba/F3 V617F tox = 2.0
  RBBP9 inhibitor = 19.1*
  TNF necrop inh = -26.2
  PPC-1+TRAIL kill = 13.1
  zfTRPN1 agonist = 2.0
  CHOP inhibitor = 107.2*
canonical_smiles: NNC(=O)c1nnn(-c2nonc2N)c1-c1cccs1
  BaF3 tox = 9.6
  TRPML3 agonist = -0.3
  Wee1 stabilizer = 3.5
  Ba/F3 V617F tox = 2.9
  RBBP9 inhibitor = -5.2
  TNF necrop inh = -1.1
  PPC-1+TRAIL kill = -7.0
  zfTRPN1 agonist = -1.6
  CHOP inhibitor = -28.4

(list continues)
SMILES	BaF3 tox	TRPML3 agonist	Wee1 stabilizer	Ba/F3 V617F tox	RBBP9 inhibitor	TNF necrop inh	PPC-1+TRAIL kill	zfTRPN1 agonist	CHOP inhibitor
C[C@H](NS(=O)(=O)c1ccccc1)C(=O)OCC(=O)NC(=O)Nc1ccc2c(c1)OCCO2	5.2	-0.1	3.1	-3.9	-3.0	0.9	24.5	-1.3	-11.7
COc1ccc(-c2nnn(CC(=O)N(CCCN3CCOCC3)C(C(=O)NC3CCCC3)c3ccc(C)o3)n2)cc1 (configuration not stated)	-0.8	-0.1	0.9	-2.0	-3.1	2.2	5.6	-0.4	1.1
CC(/C=C/c1ccccc1F)=N\NC(=O)c1ccc(Cl)cc1	0.2	0.3	0.9	-2.6	-8.7	0.4	27.8	1.7	22.3
Cc1ccc(S(=O)(=O)CCSc2nc(C)cc(C)c2C#N)cc1	3.2	-0.5	4.8	-2.1	-4.5	-0.2	2.9	-1.0	28.3
CCOC(=O)Cn1c(=NC(=O)CC)sc2c(C)cc(C)cc21	-1.2	0.6	-2.6	-4.5	-6.4	1.5	3.3	0.3	6.7
COc1ccc(C(=O)NNC(=O)CCn2nnc(-c3ccc(C)cc3)n2)cc1OC	5.4	-0.6	0.7	1.7	-5.0	-0.3	24.6	-0.1	28.7
CCOC(=O)Cc1csc(NC(=O)c2cccnc2)n1	2.0	0.3	-1.4	-2.4	-1.6	0.2	11.2	-0.3	-2.9
CCCCn1c(N)c(N2CCOCC2)c(=O)n(CC(=O)NCCc2ccccc2)c1=O	6.6	0.6	0.5	0.0	-0.5	0.4	1.0	0.4	-6.8
COc1cc(C(=O)OCC(=O)Nc2sccc2C(N)=O)cc(OC)c1OC	8.1	1.4	-1.2	2.0	-3.6	-1.1	15.7	4.2	3.4
CS(=O)(=O)Nc1ccc(C(=O)NC2CCCC2)cc1	3.1	0.7	-2.2	2.7	-1.3	-1.0	-5.5	0.8	8.2
CCSc1nc2[nH]ncc2c(=O)[nH]1	6.2	0.7	4.7	-2.1	-1.0	1.5	-0.5	0.5	55.2
CN(C)c1nc(C(N)=O)nc(N2CCOCC2)n1	3.9	1.0	3.0	-1.1	5.9	-0.6	21.5	1.9	28.0
CCOC(=O)C(C)Sc1nnc(Cc2cc(=O)[nH]c(=O)[nH]2)n1-c1ccc(Cl)cc1 (configuration not stated)	1.1	-0.4	1.8	-4.1	-3.2	0.3	/	0.8	-18.8
Cc1ccc(CNC(=O)C2CCCN(c3nc4ccsc4c(=O)s3)C2)cc1 (configuration not stated)	1.0	0.2	-1.7	-3.8	1.3	1.7	-0.9	-0.2	67.4
Cc1cccc(CS(=O)(=O)Cc2ccc(C(=O)NCCCN3CCCC3)o2)c1	1.6	0.4	5.0	-3.3	2.4	0.3	-9.2	-1.0	1.7
COc1cc(SC)ccc1C(=O)Nc1ccccc1C#N	6.5	-0.1	-0.3	2.2	-4.0	-1.0	15.9	-0.3	54.8
CC1=C(C(N)=O)C(c2ccc(C)o2)C(C(N)=O)=C(C)N1	-2.1	0.4	-1.9	-1.4	-4.1	-1.9	14.1	0.9	-8.6
Cc1cc(C)nc(NC(=O)/C=C/c2cccs2)c1	2.4	-1.3	1.2	0.0	-0.4	-2.4	4.8	-2.7	24.6
Cc1cc2c(=O)n(Cc3ccco3)c(SCC(=O)N3CCCc4ccccc43)nc2s1	6.3	0.0	-0.3	4.7	-0.4	0.5	28.0	-1.3	53.7
CC(/C=C/c1ccco1)=N/NC(=O)c1ccc(C)nc1	2.5	0.9	-0.5	-1.7	5.3	2.1	10.0	0.6	1.6
CCN(C(=O)Cn1cnc2cc([N+](=O)[O-])ccc2c1=O)C1CCS(=O)(=O)C1 (configuration not stated)	5.0	0.3	0.3	2.7	3.3	-1.0	-1.0	1.7	-22.7
Cc1[nH]nc(N)c1-c1ccc(Cl)cc1	-1.1	0.7	5.1	-4.1	-3.6	-1.9	2.0	-0.3	-4.9
Cc1ccc(CS(=O)(=O)Cc2ccc(C(=O)NCC3CCCO3)o2)cc1 (configuration not stated)	1.3	0.6	-2.5	-0.7	-1.1	-2.7	-2.6	3.1	15.4
FC(F)(F)c1nc2ccccc2nc1N/N=C/c1ccc(Cl)cc1	-0.4	-0.2	4.2	-2.1	4.2	-3.8	12.5	-0.6	70.3*
Cc1cc2oc(C(=O)N(Cc3cccs3)C3CCS(=O)(=O)C3)cc(=O)c2cc1Cl (configuration not stated)	-1.8	0.6	-1.6	2.0	-3.4	0.9	5.9	0.3	-2.4
CCOc1ccccc1NC(=O)c1ccc([N+](=O)[O-])cc1	8.5	0.2	0.3	-1.9	-2.8	1.7	3.8	0.8	1.9
COc1ccc2c(C(=O)CN3CCSCC3)c[nH]c2c1	-2.2	0.5	2.2	1.6	-2.4	1.5	5.1	0.3	-8.5

Screening results deposited in PubChem by several laboratories.
